Source: PubChem BioAssay (Sanford-Burnham Center for Chemical Genomics)
NR3A LBD binder – binders of NR3A ligand-binding domain, primary screen, biophysical, differential scanning fluorimetry, uHTS | Glutamate receptor ionotropic, NMDA 3A (GRIN3A) ligand-binding domain | NR3A LBD differential scanning fluorimetry, Tm shift; 0% = protein alone, 100% = glycine-bound protein | Tm shift relative to glycine control, % at 25 µM | 2.5% of 340,000 active;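 active = melting temperature shift of at least 10% of the positive control shift, at one fixed dose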
APOBEC3G inh – APOBEC3G DNA deaminase inhibitors, primary screen, biochemical, fluorescence, single-stranded DNA substrate, uHTS; 0.28% of 330,000 active; recombinant A3G, ssDNA deamination FAM/TAMRA fluorescence; AID 493012, 2011; inhibition, % at 20 µM;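 active = inhibition of at least 40% at 20 µM, with no more than 30% in the related APOBEC3A deaminase screen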;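 note: plate controls were DMSO wells with A3G for no effect and wells lacking A3G enzyme for full effect; some compounds called inactive have numbers as strong as hits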
Target sequence (Q9HC16 whole entry, looked up): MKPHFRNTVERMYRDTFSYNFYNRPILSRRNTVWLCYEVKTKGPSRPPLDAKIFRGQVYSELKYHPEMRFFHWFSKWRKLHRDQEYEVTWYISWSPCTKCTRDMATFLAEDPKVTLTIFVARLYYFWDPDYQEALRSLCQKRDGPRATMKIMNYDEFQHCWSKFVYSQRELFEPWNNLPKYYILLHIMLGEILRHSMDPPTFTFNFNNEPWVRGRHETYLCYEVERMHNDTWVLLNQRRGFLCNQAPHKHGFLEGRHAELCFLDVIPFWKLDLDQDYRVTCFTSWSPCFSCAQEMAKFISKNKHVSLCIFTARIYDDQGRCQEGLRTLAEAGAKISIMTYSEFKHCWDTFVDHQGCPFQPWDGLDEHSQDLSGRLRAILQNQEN
APOBEC3A inh – APOBEC3A ssDNA deaminase inhibitors, primary screen, selectivity assay for APOBEC3G inhibitor project, biochemical, FAM/TAMRA oligo cleavage fluorescence; DNA dC->dU-editing enzyme APOBEC-3A (Homo sapiens), P31941; recombinant A3A, FAM/TAMRA ssDNA deamination fluorescence; inhibition, % at 20 µM; 0.41% of 330,000 active; AID 493011, 2011;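 active = at least 40% inhibition at 20 µM here, with at most 30% in a related deaminase screen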;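 note: plate controls were A3A with DMSO for no effect and wells lacking A3A enzyme for full effect; some results filed as inactive read as strong as hits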
Target sequence (P31941 whole entry, looked up): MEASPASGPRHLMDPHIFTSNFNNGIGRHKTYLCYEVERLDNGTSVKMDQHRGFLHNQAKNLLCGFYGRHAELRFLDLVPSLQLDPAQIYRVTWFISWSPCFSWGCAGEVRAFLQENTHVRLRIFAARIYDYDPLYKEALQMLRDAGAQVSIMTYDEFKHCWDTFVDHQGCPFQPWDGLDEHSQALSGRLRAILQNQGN
MPTP inh – mitochondrial permeability transition pore inhibitors, primary screen, biochemical, isolated mouse mitochondria, absorbance. Ca2+ swelling absorbance, 30 min. AID 602449, 2012. inhibition, % at 10 µM. 1.4% of 360,000 active;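 active = inhibition of 50% or more, scaled per plate between neutral and stimulator controls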;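 note: 0% = DMSO wells given calcium and 100% = 1 mM EGTA wells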
mIAP inh – inhibitors of mouse IAP, primary screen, biochemical, luminescence, uHTS. intestinal alkaline phosphatase [Mus musculus]. purified mouse IAP, CDP-Star luminescence, 30 min. inhibition, % at 10 µM. 0.2% of 330,000 active. AID 2806, 2010;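 active = inhibition of at least 40% at 10 µM in the primary screen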;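 note: plate controls were DMSO with enzyme for no effect and no enzyme wells for full effect; values of inactives mirror those of a sister screen read the other way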
MIN6 prolif – inducers of MIN6 beta-cell proliferation, primary screen, ATP luminescence, uHTS; MIN6 cells proliferation, ATPlite luminescence, 48 h; cells starved in 0.2% serum; 100% = growth in 10% serum; 0.29% of 330,000 active; proliferation, % at 10 µM;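 active = compounds whose signal lies at least 3.5 SD above the mean of all wells on their plate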;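 note: 0% = DMSO-treated cells in low-serum medium and 100% = 10% serum control; some compounds called inactive have numbers as strong as hits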
mIAP act – activators of mouse IAP, primary screen, biochemical, luminescence, uHTS; intestinal alkaline phosphatase [Mus musculus]; muIAP, CDP-Star luminescence, 30 min; active compounds read high; 1 = vehicle-only enzyme signal, 0 = enzyme-free wells; activation factor at 10 µM; 0.24% of 330,000 active; AID 2805, 2010;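 active = activation factor of at least 2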; note: the source names both 10 and 20 µM as test concentration; values of inactives mirror those of a sister screen read the other way
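also added = chemiluminescent substrate CDP-Star | test system = mouse IAP enzyme | signal = chemiluminescence readout | compound = DMSO-dissolved test compounds | incubation = 30 min at room temperature | benchmarks = DMSO wells, no-enzyme wells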
hIAP act – human IAP activators, primary screen, biochemical, luminescence, uHTS; 0.16% of 330,000 active; purified human IAP, CDP-Star luminescence, 30 min; active compounds read high; 1 = vehicle-only enzyme, 0 = enzyme-free background; Intestinal-type alkaline phosphatase (Homo sapiens), P09923; AID 2524, 2010; activation factor at 10 µM;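 active = activation factor of the enzyme at least 2-fold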; note: the source names both 10 and 20 µM as test concentration; values of inactives mirror those of a sister screen read the other way
hIAP block – human IAP inhibitors, primary screen, biochemical, luminescence, uHTS | 0.12% of 330,000 active | inhibition, % at 10 µM | purified IAP, CDP-Star luminescence, 30 min;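 active = inhibition reaching a set limit with compound at 10 µM in the primary screen, cut at about 35% in these data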;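 note: plate controls were DMSO wells with enzyme for no effect and no-enzyme buffer wells for full effect; values of inactives mirror those of a sister screen read the other way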
The depositor's hits bear a star.

How did COc1ccc(CNC(=S)NC(C)CCc2ccccc2)cc1 (stereo not given) do in these assays?
NR3A LBD binder: -2; APOBEC3G inh: -17; APOBEC3A inh: 1; MPTP inh: 9.7; mIAP inh: -140; MIN6 prolif: -4; mIAP act: 2.4*; hIAP act: 1; hIAP block: -1

How did COc1ccc(NC(=O)c2cc3ccccc3oc2=O)c(OC)c1 do in these assays?
NR3A LBD binder: 2; APOBEC3G inh: 13; APOBEC3A inh: -4; MPTP inh: 2.3; mIAP inh: 3; MIN6 prolif: -2; mIAP act: 0.97; hIAP act: 0.95; hIAP block: 5

What do the screens show for `CN(Cc1cn(C)nc1-c1ccccc1F)Cc1nccn1C`?
NR3A LBD binder: -1; APOBEC3G inh: 5; APOBEC3A inh: 2; MPTP inh: -1.2; mIAP inh: -4; MIN6 prolif: -2; mIAP act: 1; hIAP act: 0.84; hIAP block: 16

How did Cc1ccc(-n2nnnc2SCC(=O)NC2CCCc3ccccc32)cc1 (stereo not given) do in these assays?
NR3A LBD binder: -2; APOBEC3G inh: -2; APOBEC3A inh: -2; MPTP inh: 0.4; mIAP inh: -9; MIN6 prolif: -1; mIAP act: 1.1; hIAP act: 0.94; hIAP block: 6

What do the screens show for `CC(=O)Nc1ccc(S(=O)(=O)NC2=C(N3CCN(c4ccc(F)cc4)CC3)C(=O)c3ccccc3C2=O)cc1`?
NR3A LBD binder: 16*; APOBEC3G inh: 1; APOBEC3A inh: -1; MPTP inh: -2.3; mIAP inh: 5; MIN6 prolif: -3; mIAP act: 0.95; hIAP act: 1.1; hIAP block: -8

What do the screens show for `CCc1nc(SCC(=O)Nc2nccs2)c2oc3ccccc3c2n1`?
NR3A LBD binder: 1; APOBEC3G inh: 4; APOBEC3A inh: -4; MPTP inh: 0.6; mIAP inh: -3; MIN6 prolif: -1; mIAP act: 1; hIAP act: 0.97; hIAP block: 3

Results for C=CCn1c(-c2cc(-c3ccc(C)cc3)nc3ccccc23)n[nH]c1=S ?
NR3A LBD binder: -22; APOBEC3G inh: -13; APOBEC3A inh: -2; MPTP inh: -1.9; mIAP inh: -3; MIN6 prolif: -4; mIAP act: 1; hIAP act: 1.2; hIAP block: -18

How did COc1ccc(S(=O)(=O)N2CCCC(C(=O)NCCC(C)C)C2)cc1 (stereo not given) do in these assays?
NR3A LBD binder: -2; APOBEC3G inh: -6; APOBEC3A inh: 0; MPTP inh: 0.3; mIAP inh: 0; MIN6 prolif: -2; mIAP act: 1; hIAP act: 1.1; hIAP block: -7

Results for COc1cc(OC)cc(-c2c(C#Cc3ccsc3)c3cc(-c4ccc(C(N)=O)cc4)ccc3n2C)c1 ?
NR3A LBD binder: -2; APOBEC3G inh: -12; APOBEC3A inh: -4; MPTP inh: 1.3; mIAP inh: -2; MIN6 prolif: -6; mIAP act: 1; hIAP act: 1; hIAP block: -2

How did CN(CC(=O)NCCCN1CCOCC1)S(=O)(=O)c1ccc(Br)cc1 do in these assays?
NR3A LBD binder: 0; APOBEC3G inh: -5; APOBEC3A inh: -2; MPTP inh: 1.1; mIAP inh: 3; MIN6 prolif: -2; mIAP act: 0.97; hIAP act: 0.96; hIAP block: 4

How did CCCCNC(=O)CSc1nnc(-c2ccco2)n1C do in these assays?
NR3A LBD binder: -2; APOBEC3G inh: -4; APOBEC3A inh: -4; MPTP inh: 0.8; mIAP inh: 3; MIN6 prolif: 1; mIAP act: 0.97; hIAP act: 0.95; hIAP block: 5

How did Cc1cnnc2ccc3c(no[n+]3[O-])c12 do in these assays?
NR3A LBD binder: -1; APOBEC3G inh: -4; APOBEC3A inh: 3; MPTP inh: -1.2; mIAP inh: 0; MIN6 prolif: -2; mIAP act: 1; hIAP act: 1.1; hIAP block: -11

What do the screens show for `CCC1(c2ccccc2)NC(=O)N(CC(=O)Nc2ccc(OC)nc2)C1=O` (stereo not given)?
NR3A LBD binder: -2; APOBEC3G inh: 0; APOBEC3A inh: -1; MPTP inh: -1.5; mIAP inh: 1; MIN6 prolif: 1; mIAP act: 0.99; hIAP act: 1.2; hIAP block: -24

Results for Cc1nc2ccccc2c(=O)n1-c1ccc(F)c(NC(=O)c2cccs2)c1 ?
NR3A LBD binder: 1; APOBEC3G inh: -8; APOBEC3A inh: -4; MPTP inh: -0.8; mIAP inh: 8; MIN6 prolif: -2; mIAP act: 0.92; hIAP act: 1.1; hIAP block: -13

Results for NC(=O)C1CCN(CC(=O)Nc2ccccc2Sc2ccccc2)CC1 ?
NR3A LBD binder: -4; APOBEC3G inh: -3; APOBEC3A inh: -2; MPTP inh: -1.6; mIAP inh: 5; MIN6 prolif: 7.1*; mIAP act: 0.95; hIAP act: 0.89; hIAP block: 11

What do the screens show for `O=C(NCc1ccncc1)C(=O)Nc1nccs1`?
NR3A LBD binder: 3; APOBEC3G inh: -8; APOBEC3A inh: -3; MPTP inh: 1.4; mIAP inh: -7; MIN6 prolif: -1; mIAP act: 1.1; hIAP act: 1.1; hIAP block: -14

Results for COc1ccc(N=NC2=C(O)CC(C)(C)CC2=O)cc1 ?
NR3A LBD binder: 0; APOBEC3G inh: -4; APOBEC3A inh: -2; MPTP inh: 1.3; mIAP inh: 7; MIN6 prolif: -1; mIAP act: 0.93; hIAP act: 0.81; hIAP block: 19

What do the screens show for `O=C(NCc1ccco1)/C(=C\c1ccco1)NC(=O)c1ccccc1Cl`?
NR3A LBD binder: 0; APOBEC3G inh: -8; APOBEC3A inh: -6; MPTP inh: -0.7; mIAP inh: 15; MIN6 prolif: 0; mIAP act: 0.85; hIAP act: 0.94; hIAP block: 6

Results for Fc1cccc(-c2nn[nH]n2)c1 ?
NR3A LBD binder: -2; APOBEC3G inh: -2; APOBEC3A inh: -3; MPTP inh: -0.3; mIAP inh: 5; MIN6 prolif: -2; mIAP act: 0.95; hIAP act: 0.86; hIAP block: 14

How did CN(C(=O)c1ccc(COc2ccccc2Br)o1)c1ccccc1 do in these assays?
NR3A LBD binder: 1; APOBEC3G inh: -9; APOBEC3A inh: -4; MPTP inh: 0.7; mIAP inh: 8; MIN6 prolif: -1; mIAP act: 0.92; hIAP act: 1.1; hIAP block: -10

What do the screens show for `CNS(=O)(=O)c1cc(-c2nnc(Nc3ccc(NC(C)=O)cc3)c3ccccc23)ccc1C`?
NR3A LBD binder: 0; APOBEC3G inh: -7; APOBEC3A inh: -3; MPTP inh: 0.0; mIAP inh: -2; MIN6 prolif: 2; mIAP act: 1; hIAP act: 0.92; hIAP block: 8

Results for C=CCn1c(N2CCCCCC2)nc2c1c(=O)[nH]c(=O)n2C ?
NR3A LBD binder: -1; APOBEC3G inh: 5; APOBEC3A inh: -3; MPTP inh: -0.1; mIAP inh: 4; MIN6 prolif: 0; mIAP act: 0.96; hIAP act: 0.95; hIAP block: 5

What do the screens show for `O=C(Cc1cc(=O)[nH]c(=O)[nH]1)NCc1ccc(Cl)cc1`?
NR3A LBD binder: 1; APOBEC3G inh: -11; APOBEC3A inh: -4; MPTP inh: -2.4; mIAP inh: -15; MIN6 prolif: 4; mIAP act: 1.1; hIAP act: 0.92; hIAP block: 8

Results for CCCCN(C(=O)CSc1n[nH]c(-c2ccc(C)cc2)n1)c1c(N)n(CCCC)c(=O)[nH]c1=O ?
NR3A LBD binder: -2; APOBEC3G inh: 1; APOBEC3A inh: 1; MPTP inh: -0.2; mIAP inh: 2; MIN6 prolif: -3; mIAP act: 0.98; hIAP act: 1.1; hIAP block: -14

How did CCc1cc2cccc(C)c2nc1SCC(=O)N1CCN(C(=O)c2ccco2)CC1 do in these assays?
NR3A LBD binder: -8; APOBEC3G inh: -8; APOBEC3A inh: -1; MPTP inh: -0.1; mIAP inh: -1; MIN6 prolif: -4; mIAP act: 1; hIAP act: 0.78; hIAP block: 22

How did CCCCOC(=O)Nc1ccc(S(=O)(=O)Nn2cnnc2)cc1 do in these assays?
NR3A LBD binder: 1; APOBEC3G inh: 0; APOBEC3A inh: 2; MPTP inh: -1.5; mIAP inh: 5; MIN6 prolif: -3; mIAP act: 0.95; hIAP act: 0.94; hIAP block: 6

How did CCCN1CCC(=O)N([C@H](CN=[N+]=[N-])Cc2ccccc2)CC1 do in these assays?
NR3A LBD binder: -1; APOBEC3G inh: 17; APOBEC3A inh: 3; MPTP inh: -0.2; mIAP inh: -11; MIN6 prolif: -2; mIAP act: 1.1; hIAP act: 1.3; hIAP block: -28

How did Cn1c(SCC(=O)Nc2sccc2C#N)nnc1C1CC1 do in these assays?
NR3A LBD binder: 0; APOBEC3G inh: -6; APOBEC3A inh: 1; MPTP inh: -1.8; mIAP inh: 15; MIN6 prolif: 5; mIAP act: 0.85; hIAP act: 1; hIAP block: -4

How did CCCCCC(=O)O/N=C(\C)c1ccn(S(=O)(=O)c2ccccc2)c1 do in these assays?
NR3A LBD binder: -4; APOBEC3G inh: -8; APOBEC3A inh: -1; MPTP inh: -2.0; mIAP inh: 3; MIN6 prolif: 5; mIAP act: 0.97; hIAP act: 0.87; hIAP block: 13

What do the screens show for `Cn1nccc1/C=C(/C#N)S(=O)(=O)c1ccccc1`?
NR3A LBD binder: 1; APOBEC3G inh: 8; APOBEC3A inh: -2; MPTP inh: 0.0; mIAP inh: 10; MIN6 prolif: -1; mIAP act: 0.9; hIAP act: 1.1; hIAP block: -10

How did O=C(NNC(=O)c1ccc(Cl)c(Cl)c1)c1cccnc1 do in these assays?
NR3A LBD binder: 2; APOBEC3G inh: -1; APOBEC3A inh: -2; MPTP inh: -2.3; mIAP inh: -5; MIN6 prolif: 2; mIAP act: 1; hIAP act: 1.1; hIAP block: -10

How did Cn1nnnc1SCC(=O)N1CCN(S(=O)(=O)c2ccccc2)CC1 do in these assays?
NR3A LBD binder: -1; APOBEC3G inh: -7; APOBEC3A inh: -3; MPTP inh: 1.3; mIAP inh: -5; MIN6 prolif: 0; mIAP act: 1.1; hIAP act: 1; hIAP block: -2

How did COc1ccc(Nc2cc(Sc3ccc(OC)cc3)ncn2)cc1 do in these assays?
NR3A LBD binder: -8; APOBEC3G inh: -4; APOBEC3A inh: -3; MPTP inh: 0.6; mIAP inh: -6; MIN6 prolif: -4; mIAP act: 1.1; hIAP act: 1; hIAP block: -4

What do the screens show for `O=S(=O)(N1CCCCC1)n1nnc2ccccc21`?
NR3A LBD binder: -1; APOBEC3G inh: -6; APOBEC3A inh: -4; MPTP inh: 1.1; mIAP inh: 3; MIN6 prolif: -4; mIAP act: 0.97; hIAP act: 1; hIAP block: -3

Results for CCOC(=O)C(CSCc1ccccc1)NC(=O)OC(C)(C)C (stereo not given) ?
NR3A LBD binder: 2; APOBEC3G inh: -7; APOBEC3A inh: -4; MPTP inh: 4.5; mIAP inh: 9; MIN6 prolif: 1; mIAP act: 0.91; hIAP act: 1.1; hIAP block: -12
